# USP2a inh = blocks human ubiquitin-specific protease USP2a. Potency, µM (highest dose often 38.3 µM), for the others: top-dose activity change, negative = inhibition, most hits filed as inhibitors. 330,000 compounds, 0.01% hits. O75604. USP2 core, Ub-CHOP2 coupled fluorogenic reporter, 485/531;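 also: potency is read from the fitted curve at half-maximal effect; plate controls were DMSO wells for no effect and full inhibition by NEM control for full effect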
#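 USP2 core (10nM final) preincubated 30min RT with compound in 20mM Tris-HCl pH 8.0, 2mM CaCl2, 2mM beta-mercaptoethanol, 0.05% CHAPS; 25nM Ub-CHOP2 plus 25nM reporter substrate added, fluorescence (Ex485/Em531) read after 60min.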
# uPA surface inh = inhibitors of cell surface uPA generation | cell surface uPA generation assay, qHTS | Potency, µM (series often up to 38.3 µM), inactives show at the top dose activity change, negative = inhibition, usual class: inhibitors | 330,000 compounds, 0.31% hits; active = well fitted inhibition curve with a large enough effect; inconclusive = small, poorly fitted or top-dose-only effect; inactive = no such curve, though single readings can be large or run the other way; tested in mouse RAW 264.7 cells; also: potency is read from the fitted curve at half-maximal effect; nearly all actives have a fitted effect of over 55% in size
# KCNH2 3.1 block = inhibitors of human KCNH2 3.1 potassium channel isoform; U2OS KCNH2 3.1, thallium flux FluxOr; active compounds read low; activity change, % (tested at about 1.8 µM); 340,000 compounds, 0.95% hits; AID 720553;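 active = maximum activity change below -70%; inconclusive = maximum activity change from -70% to -50%; inactive = maximum activity change above -50%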;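 also: thallium influx rate constant from kinetic fluorescence after stimulation buffer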
#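 Measured as rate of thallium-driven FluxOr signal in transduced U2OS cells carrying the 3.1 channel, read kinetically for 2 min upon stimulation; values are rate constants scaled to DMSO control wells.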
# GALK inh = galactokinase (human) inhibition; P51570; Purified GALK, Kinase-Glo residual ATP luminescence; Potency, µM (titrated, usually from 57.5 µM), inactives show at the top dose activity change, negative = inhibition, hits mostly inhibitors; 270,000 compounds, 0.007% hits; AID 1868; also: potency is read from the fitted curve at half-maximal effect
#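 Galactose (100 uM) and ATP (35 uM) were turned over by 5 nM GALK for 1 h at RT. Kinase-Glo Plus then converted the remaining ATP into a luminescent signal.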
# B2AR arrestin = beta2AR (human) beta-arrestin recruitment activity | beta-arrestin recruitment to beta2AR, cell-based reporter | Potency, µM (highest dose often 46.1 µM), without a hit: at the highest dose activation, most hits filed as activators | 330,000 compounds, 0.02% hits | AID 492947;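 also: potency is read from the fitted curve at half-maximal effect; 0% = DMSO controls and full agonism = EC100 isoproterenol or metaproterenol; nearly all actives have a fitted effect of over 65% in size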
# Target sequence (P07550 whole entry, looked up): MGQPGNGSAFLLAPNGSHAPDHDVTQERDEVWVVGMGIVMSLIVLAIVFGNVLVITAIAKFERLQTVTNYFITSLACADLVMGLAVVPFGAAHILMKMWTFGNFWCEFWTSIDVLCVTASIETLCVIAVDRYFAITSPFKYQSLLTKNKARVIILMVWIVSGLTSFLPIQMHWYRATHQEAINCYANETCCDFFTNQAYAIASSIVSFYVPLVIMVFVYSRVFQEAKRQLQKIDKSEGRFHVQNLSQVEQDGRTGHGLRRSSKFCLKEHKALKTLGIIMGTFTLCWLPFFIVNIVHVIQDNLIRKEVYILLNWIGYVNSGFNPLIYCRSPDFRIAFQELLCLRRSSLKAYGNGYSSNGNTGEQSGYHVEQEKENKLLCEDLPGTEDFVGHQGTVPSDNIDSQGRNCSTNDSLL
# PKM2 activator = activators of human pyruvate kinase M2; P14618; purified PKM2, Kinase-Glo ATP luminescence, activation; response scale: 0% is enzyme alone, no compound; Potency, µM (top dose mostly 57.5 µM), inactives show at the highest dose activation, usual class: activators; 260,000 compounds, 0.34% hits; also: potency is read from the fitted curve at half-maximal effect; nearly all actives have a fitted effect of over 55% in size
# Target sequence (P14618 whole entry, looked up): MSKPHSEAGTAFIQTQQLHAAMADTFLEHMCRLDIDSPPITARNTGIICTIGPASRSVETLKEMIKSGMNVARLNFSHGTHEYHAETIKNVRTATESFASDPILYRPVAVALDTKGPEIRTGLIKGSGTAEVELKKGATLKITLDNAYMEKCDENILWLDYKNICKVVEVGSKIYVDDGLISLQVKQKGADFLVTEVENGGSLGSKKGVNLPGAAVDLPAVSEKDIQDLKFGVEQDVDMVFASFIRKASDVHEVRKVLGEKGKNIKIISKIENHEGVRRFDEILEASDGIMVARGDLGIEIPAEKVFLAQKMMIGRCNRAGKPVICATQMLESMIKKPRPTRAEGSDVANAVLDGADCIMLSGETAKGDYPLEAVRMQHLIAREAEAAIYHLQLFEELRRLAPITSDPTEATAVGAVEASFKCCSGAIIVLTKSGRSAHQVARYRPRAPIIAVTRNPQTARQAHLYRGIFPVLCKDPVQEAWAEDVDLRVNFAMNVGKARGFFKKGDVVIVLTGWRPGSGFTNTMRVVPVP
#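 Purified hPK-M2 (>95% pure) converted ADP (0.1 mM final) to ATP with 0.5 mM PEP in 50 mM imidazole pH7.2, KCl, MgCl2, Tween 20, BSA; 1 h at room temperature. ATP detected by Kinase-Glo luminescence.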
# FBPA coupling cs = coupling enzyme interference in Giardia aldolase counter-screen | coupling enzyme system counterscreen, AmpLite Red fluorescence | activity change, negative = inhibition, % at 58.2 µM, hits read low | 290,000 compounds, 0.67% hits | AID 2472; in the data active = activity change below about -30%
#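 Coupling enzymes only (glyceraldehyde-3-phosphate) + compound, at 57.5 uM final, 10 min RT; add substrate/coupling/AmpLite Red mix, 20 min RT; fluorescence ex 525/em 598 nm. Actives flag coupling-system interference.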
# KCNH2 WT inh = KCNH2 (human, wildtype) channel inhibition; Q12809; U2OS, BacMam KCNH2, thallium flux FluxOr; active compounds read low; activity change, % at 1.84 µM; 340,000 compounds, 0.37% hits; AID 720551;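 active = maximum activity change below -70%; inconclusive = maximum activity change between -70% and -50%; inactive = maximum activity change above -50%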
#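 U2OS cells transduced with wild-type KCNH2 virus are loaded with FluxOr dye for 45 min, and thallium flux is measured in kinetic reads before and after stimulation buffer. Rate constants are normalized to DMSO controls.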
# Eya2 inh = Eya2 (human) phosphatase inhibition; 330,000 compounds, 0.006% hits; Potency, µM (titrated, usually from 76.9 µM), inactives show at the highest dose activity, negative = inhibition, hits mostly inhibitors; recombinant Eya2, OMFP fluorescence dephosphorylation (OMFP is methylfluorescein phosphate); also: potency is read from the fitted curve at half-maximal effect
#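 Eya2 (0.2 uM) preincubated 10 min at ambient with compound, then OMFP substrate added at 50 uM; 10 min reaction in 50 mM HEPES pH 7.5, 50 mM NaCl, 5 uM MgCl2, 0.05% BSA, 1 mM DTT. Fluorescence read at Ex 485/Em 525 nm.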
# Chronic BCR inh = inhibitors of chronic active B-cell receptor signaling; ABC-DLBCL IkBa-CBG/CBR reporter, luminescence ratio, 4 h; Potency, µM (top dose mostly 46.1 µM), inactives show at the highest dose ratio change, negative = lower green/red ratio, actives largely listed as inhibitors; 340,000 compounds, 0.05% hits; active = well fitted inhibition curve with a large enough effect in the signal ratio, with a control signal flat, not every such curve was filed as active; inconclusive = small, poorly fitted or top-dose-only effect, or effect the other way, or a change in a side signal; the % refers to the signal ratio;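 also: potency is read from the fitted curve at half-maximal effect; plate controls were basal doxycycline-induced cells for no effect and cells given 10 µM MG132 for full effect; MG132 reads +100%, hits lower the ratio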
#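 Concentration-response series (up to 46 uM) were applied to TMD8 dual-reporter cells for 4 h at 37C with doxycycline. Green/red ratio, after filter-overlap correction, defined %Activity; red signal alone was normalised to basal cells and zero luminescence.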
# Giardia kill = Giardia lamblia killing. Giardia lamblia trophozoite viability. 340,000 compounds, 0.15% hits. activity change, % at 7.66 µM, hits read low. AID 540267; in the data active = activity change below about -80%; inconclusive = between about -30% and that limit;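 also: parasites exposed to compound for two days anaerobically before the ATP read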
#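 Luminescence from cellular ATP indicates surviving trophozoites (100 cells/well) following 48 hrs anaerobic compound treatment at 37 deg C; signal develops 15-30 min at room temperature.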
# The depositor's hits bear a star; ? = inconclusive; . = not tested or not shown; [ ] = remark or other dose. Unless noted, calls follow the shape of the dose curve; as a rule, active = well fitted curve in the direction sought with a large enough effect; inconclusive = small, poorly fitted or top-dose-only effect, or another doubt; inactive = no such curve, though single readings can be large; an effect the other way counts as inactive or inconclusive. Unless noted, % is scaled to controls: 0 for no effect and ±100 for the full control effect.
SMILES,USP2a inh,uPA surface inh,KCNH2 3.1 block,GALK inh,B2AR arrestin,PKM2 activator,FBPA coupling cs,KCNH2 WT inh,Eya2 inh,Chronic BCR inh,Giardia kill
COc1ccc(/C=N/Nc2cc(=O)n(C)c(=O)n2C)cc1OC,-4%,-5%,7,2%,0.4%,-2%,-35*,-5,1%,3%,-4
Cc1cc(=O)oc2cc(OC(C)C(=O)NC3(C#N)CCCCC3)ccc12 (stereo not given),1%,8%,-19,.,0.2%,.,.,0,-11%,5%,-16
Cc1nc(NC(=O)C2CC2)sc1C(=O)Nc1ccc(Br)cc1,-2%,?,6,2%,4.1%,-17%,2,9,-12%,-1%,-12
COc1ccc(C2C(C(=O)c3ccco3)=C(O)C(=O)N2c2nnc(C)s2)cc1 (stereo not given),2%,2%,-12,9%,-0.2%,24%,0,-8,16%,8%,20
C=C(C)CSc1nnc(-c2cccc(Cl)c2)n1N,0%,-2%,5,2%,0.0%,-10%,0,0,-6%,8%,-4
CCOc1cnn(Cc2ccccc2)c(=O)c1SCc1ccccc1,-1%,-3%,36,1%,-0.3%,1%,0,6,0%,-1%,49[activator]
CC(=O)c1cccc(NC(=O)Nc2ccc3c(c2)CCC3)c1,1%,0%,-6,-5%,0.2%,-9%,.,7,-17%,?,-9
CCn1c2ccccc2c2nnc(SCC(=O)OCN3C(=O)c4ccccc4C3=O)nc21,-1%,1%,14,3%,-0.9%,-3%,7,-5,-4%,1%,10
COc1ccc(C(=O)Nn2cnc3ccccc3c2=O)c(OC)c1,3%,8%,3,-3%,-0.6%,-5%,1,-1,7%,4%,-14
CN(C)S(=O)(=O)Nc1ccccn1,6%,-6%,10,0%,-1.3%,-9%,5,6,-2%,5%,-1
COc1ccc(N(C(=O)Cn2nnc3ccccc32)C(C(=O)NCc2ccco2)c2cccnc2)cc1 (stereo not given),-1%,-3%,3,0%,-0.7%,-3%,5,10,-35%,0%,2
COc1ccc(N(C(=O)CCl)C(C(=O)NCCc2ccccc2)c2cccs2)cc1 (stereo not given),2%,-11%,6,1%,-0.9%,3%,5,0,-7%,?,6
O=C1CSC(c2ccc([N+](=O)[O-])cc2)N1c1ccccc1 (stereo not given),0%,2%,-2,4%,0.3%,.,4,10,-5%,3%,1
CN(C)c1ccc(C2OC(=O)C(C)(C)C(=O)C2(C)C)cc1 (stereo not given),2%,7%,4,3%,-1.2%,3%,0,-1,-10%,-3%,?
CC(=O)Nc1ccc(S(=O)(=O)NNC(=S)NCC2CCCO2)cc1 (stereo not given),-1%,-11%,18,-3%,-0.1%,-6%,0,-16,-2%,-1%,5
CSCCC(NC(=O)C12CC3CC(CC(C3)C1)C2)C(=O)OCC(=O)c1ccc(Cl)cc1 (stereo not given),2%,2%,13,-2%,-0.3%,1%,4,0,7%,6%,6
N#Cc1c(C(F)(F)F)cc(-c2ccccc2)nc1SCCN1CCOCC1,2%,6%,2,-4%,0.6%,0%,-1,-23,6%,0%,14
O=C(NCCCN1CCN(c2ccccc2F)CC1)C1CCN(S(=O)(=O)c2cccs2)CC1,0%,.,-11,-3%,0.5%,5%,-2,41,0%,3%,-12
O=C1CCCCN1CCC(=O)N1CCCC(Nc2ccc(F)c(F)c2)C1 (stereo not given),-6%,-9%,-6,6%,0.0%,.,.,-42,-2%,?,-12
CC(C)OC(=O)CC1C(=O)NCCN1C(=S)NC(=O)c1ccccc1 (stereo not given),1%,4%,6,-1%,-0.2%,4%,-14,2,-3%,2%,4
C=CC[n+]1c(-c2ccc(C)cc2)csc1NNC(=O)Nc1ccccc1,1%,?,8,-3%,?,-1%,-2,-15,-11%,2%,-1
O=C(C1=COCCO1)N1CCN(S(=O)(=O)c2cccc(F)c2)CC1,-1%,8%,0,.,-0.1%,.,.,11,-3%,?,20
COCCNC(=S)N/N=C(\C)c1ccc(OC)cc1,0%,1%,-13,1%,-0.3%,-3%,-2,18,8%,?,0
O=C(NCC1CCN(C(=O)c2ccc([N+](=O)[O-])cc2)CC1)C(=O)Nc1ccccc1,0%,-1%,0,-2%,-0.4%,-2%,-2,33,0%,-18%,1
CCC(C)(C)n1nnnc1C(c1cccc(C#N)c1)N1CCN(c2cc(C)ccc2C)CC1 (stereo not given),1%,10%,-7,7%,-0.7%,-1%,2,-5,7%,5%,-8

# Two records drawn at random from those above, as already listed:
SMILES,USP2a inh,uPA surface inh,KCNH2 3.1 block,GALK inh,B2AR arrestin,PKM2 activator,FBPA coupling cs,KCNH2 WT inh,Eya2 inh,Chronic BCR inh,Giardia kill
N#Cc1c(C(F)(F)F)cc(-c2ccccc2)nc1SCCN1CCOCC1,2%,6%,2,-4%,0.6%,0%,-1,-23,6%,0%,14
C=C(C)CSc1nnc(-c2cccc(Cl)c2)n1N,0%,-2%,5,2%,0.0%,-10%,0,0,-6%,8%,-4

# Later entries:
SMILES,USP2a inh,uPA surface inh,KCNH2 3.1 block,GALK inh,B2AR arrestin,PKM2 activator,FBPA coupling cs,KCNH2 WT inh,Eya2 inh,Chronic BCR inh,Giardia kill
NC(=O)CSC1=Nc2ccccc2C2=NC(CCC(=O)NCc3ccc(F)cc3)C(=O)N12 (stereo not given),2%,1%,2,0%,-0.2%,5%,1,-6,-32%,0%,-6
CCCCN(C(=O)CSCC(=O)Nc1cccc(C)c1)c1c(N)n(CCCC)c(=O)[nH]c1=O,0%,9%,-1,.,-0.1%,.,.,2,2%,9%,-3
O=C(Nc1ccccc1)c1cc([N+](=O)[O-])ccc1N1CCCCC1,5%,0%,-1,.,-0.4%,.,.,-5,0%,2%,12
CSc1ccc(CN2CCCC(N3CCN(c4ccccc4)CC3)C2)cc1 (stereo not given),-2%,-15%,?,-3%,0.5%,1%,0,3,10%,2%,9
O=C(c1cccc(Br)c1)N1CCN(C(=O)N2CCCCC2)CC1,0%,-1%,2,1%,0.0%,0%,4,1,0%,7%,-1
Cc1cccc(Nc2ncnc3onc(-c4cccc(Cl)c4)c23)c1C,-9%,-19%,-7,.,0.2%,-6%,0,-22,-2%,1%,15
COc1ccc2sc(-c3ccccc3OC)c(-c3ccc(OCCN(C)C)cc3)c2c1,1%,?,2,.,-0.1%,.,.,6,-13%,?,-28
CC1CCCN(C(=O)Cn2c3ccccc3c3nc4n(c(=O)c32)CCS4)C1 (stereo not given),2%,-10%,-2,15%,0.2%,1%,-1,17,-2%,13%,6
O=C(NCc1ccccn1)C1CCN(S(=O)(=O)N2CCC3(CC2)OCCO3)CC1,3%,0%,-2,.,-0.5%,3%,0,-2,1%,1%,-11
CCC1Sc2ccc(S(=O)(=O)CCC(=O)N3CCc4ccccc43)cc2NC1=O (stereo not given),1%,-1%,11,5%,-0.4%,.,.,-1,-2%,6%,26
Cc1ccc(C(=O)NNC(=O)c2ccc(Br)s2)cc1S(=O)(=O)N1CCOCC1,5%,-4%,16,.,-2.4%,.,.,-1,-12%,-1%,1
O=C(NCCS(=O)(=O)N1CCCCCC1)c1ccc(F)cc1,-1%,-1%,-20,.,0.0%,.,.,1,5%,-4%,-13
C=CCN1C(=O)S/C(=C/c2ccsc2)C1=O,2%,.,-9,1%,0.1%,-2%,6,2,3%,-13%,6
CCN(CC(=O)Nc1ccc(NC(C)=O)cc1)C(=O)c1cc(-c2ccccc2)nn1-c1ccccc1,1%,0%,1,.,0.2%,.,.,0,-2%,7%,-23
O=C(O)c1cc(S(=O)(=O)Nc2ccc(N3CCCCC3)cc2)ccc1Cl,1%,-1%,11,5%,-0.1%,4%,5,-5,7%,-10%,-2
COc1ccc(N2CCN(c3cc(=O)n(Cc4ccc(F)cc4)c(=O)[nH]3)CC2)cc1,-1%,-17%,-9,-2%,0.1%,-3%,1,-4,-7%,?,-1

# Full records as entered above. Values in the order: USP2a inh | uPA surface inh | KCNH2 3.1 block | GALK inh | B2AR arrestin | PKM2 activator | FBPA coupling cs | KCNH2 WT inh | Eya2 inh | Chronic BCR inh | Giardia kill
# Shown for `CSc1ccc(CN2CCCC(N3CCN(c4ccccc4)CC3)C2)cc1` (stereo not given) : -2% | -15% | ? | -3% | 0.5% | 1% | 0 | 3 | 10% | 2% | 9
# Shown for `C=CCN1C(=O)S/C(=C/c2ccsc2)C1=O` : 2% | . | -9 | 1% | 0.1% | -2% | 6 | 2 | 3% | -13% | 6
# Shown for `CC(C)OC(=O)CC1C(=O)NCCN1C(=S)NC(=O)c1ccccc1` (stereo not given) : 1% | 4% | 6 | -1% | -0.2% | 4% | -14 | 2 | -3% | 2% | 4
# Shown for `NC(=O)CSC1=Nc2ccccc2C2=NC(CCC(=O)NCc3ccc(F)cc3)C(=O)N12` (stereo not given) : 2% | 1% | 2 | 0% | -0.2% | 5% | 1 | -6 | -32% | 0% | -6
# Shown for `O=C1CCCCN1CCC(=O)N1CCCC(Nc2ccc(F)c(F)c2)C1` (stereo not given) : -6% | -9% | -6 | 6% | 0.0% | . | . | -42 | -2% | ? | -12

# Compounds were not picked by outcome. Share with any hit: about 2.4%.
